eIF4E-4G inh: inhibitors of eIF4E and eIF4G interaction in translation initiation | P63073+Q04637 | TR-FRET eIF4E-eIF4GI(517-606) binding, 2 h | inhibition, % at 21.7 µM | 0.37% of 220,000 active;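 active means inhibition above about 30%, limit read from the data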;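 further: 0% = full FRET control wells and 100% = background wells lacking eIF4GI fragment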
NPY-Y1 PAM-ag: human NPY-Y1 potentiation or agonism, primary screen | P25929 | AID 1304 | NPY-Y1 expressing cells, potentiator/agonist activation | 0.37% of 220,000 active | activation, % at 3.6 µM; in the data active means activation above about 33%, passing the limit was not always enough;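 further: cells stimulated with NPY at EC10 then isoproterenol at EC100; 0% = low agonist plus stimulus and 100% = saturating agonist plus stimulus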
S1P4 antagonist: human S1P4 receptor antagonism; AID 1510; S1P4-expressing cells, antagonist mode, reporter read-out; 0.26% of 220,000 active; inhibition, % at 4.98 µM; in the data active means inhibition above about 29%;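 further: 0% = wells stimulated with agonist and 100% = vehicle wells without agonist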
Target sequence (O95977 whole entry, looked up): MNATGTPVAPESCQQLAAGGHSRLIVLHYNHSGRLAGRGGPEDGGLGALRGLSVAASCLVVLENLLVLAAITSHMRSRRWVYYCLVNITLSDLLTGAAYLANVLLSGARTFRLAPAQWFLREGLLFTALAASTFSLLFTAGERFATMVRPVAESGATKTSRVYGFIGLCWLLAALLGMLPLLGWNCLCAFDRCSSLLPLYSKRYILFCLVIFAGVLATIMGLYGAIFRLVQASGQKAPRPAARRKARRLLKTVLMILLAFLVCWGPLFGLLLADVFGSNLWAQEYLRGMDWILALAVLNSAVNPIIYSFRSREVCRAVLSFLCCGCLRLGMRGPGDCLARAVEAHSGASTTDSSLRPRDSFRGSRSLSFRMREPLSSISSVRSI
EP2 modulator: modulates human prostaglandin E2 receptor EP2 signaling | P43116 | 0.83% of 260,000 active | EP2-expressing cells, cAMP HTRF FRET, PGE2 co-stimulation | induction, % at 25 µM;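 active means compounds whose cAMP rise, as percent of the full-agonist control response, exceeds 60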;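 further: rat C6 glioma line stably carrying human EP2 under a CMV promoter; the protocol text gives 20 µM as final concentration; 100% = response of wells given 1 µM PGE2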
Target sequence (P43116 whole entry, looked up): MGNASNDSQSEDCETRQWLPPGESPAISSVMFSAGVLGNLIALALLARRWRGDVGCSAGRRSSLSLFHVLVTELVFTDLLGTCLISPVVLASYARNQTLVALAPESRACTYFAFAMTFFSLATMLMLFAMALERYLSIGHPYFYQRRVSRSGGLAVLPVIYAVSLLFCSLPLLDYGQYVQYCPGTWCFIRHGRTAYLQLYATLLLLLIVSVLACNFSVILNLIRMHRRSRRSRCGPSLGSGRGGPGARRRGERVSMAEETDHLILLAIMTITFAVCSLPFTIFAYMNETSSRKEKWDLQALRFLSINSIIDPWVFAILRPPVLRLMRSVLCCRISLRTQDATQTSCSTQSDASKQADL
p97 inhibitor: inhibitors of human p97 ATPase | AID 1481 | 0.42% of 220,000 active | P55072 | inhibition, % at 8 µM | recombinant p97 ATPase, Kinase-Glo ATP luminescence, 3 h; in the data active means inhibition above about 15%;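 further: 0% = DMSO vehicle and 100% = wells lacking enzyme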
PGE2 EP2 inh: EP2 receptor (human) inhibition | inhibition, % at 25 µM | P43116 | 0.52% of 260,000 active | AID 1422 | C6 glioma cells expressing human EP2, cAMP TR-FRET; cells stimulated with saturating PGE2;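 active means percent inhibition above 40 after rounding to a whole number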;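 further: rat C6 glioma host cells with rolipram phosphodiesterase inhibitor present; the protocol text gives 20 µM as final concentration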
NPY-Y2 PAM-ag: potentiators or agonists of human neuropeptide Y receptor Y2. P49146. cells expressing NPY-Y2, potentiator/agonist read-out. activation, % at 3.6 µM. 0.45% of 220,000 active; in the data active means activation above about 27%;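 further: cells stimulated with NPY near EC25 plus isoproterenol at EC100; 0% = vehicle plus submaximal agonist and 100% = vehicle plus saturating agonist; some results beyond the cut were filed as inactive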
NPY Y1 blocker: antagonists of human neuropeptide Y receptor Y1. P25929. inhibition, % at 3.6 µM. 1% of 200,000 active. HEK293-CNG Y1 cells, membrane potential fluorescence; NPY at EC95, then isoproterenol;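 active means inhibition above the campaign mean inhibition of all tested compounds plus 3 SD, cut at about 20% in these data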;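 further: 0% = DMSO wells given NPY plus isoproterenol and 100% = isoproterenol alone without NPY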
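Material: HEK293 Y1/CNG channel cell line | Also added: NPY (25 nM), isoproterenol (1 µM), Ro 20-1724 (25 µM) | Compound: One concentration, 3.6 µM, in 0.4% DMSO | Schedule: 3 h dye uptake, 1 h room-temperature compound, 45 min post-isoproterenol | Signal: Membrane-potential fluorescent dye readout | Read-out: % inhibition of NPY effect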
S1P4 ag: agonists of human S1P4 receptor; O95977; S1P4-expressing cell line, agonist reporter assay; AID 1509; 0.35% of 220,000 active; activation, % at 4.98 µM; in the data active means activation above about 11%;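 further: 0% = DMSO vehicle and 100% = reference agonist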
Starred values were filed as active, the others as inactive; · = not tested or not shown; & = joins results of further samples; [ ] = remark or other dose.

SMILES	eIF4E-4G inh	NPY-Y1 PAM-ag	S1P4 antagonist	EP2 modulator	p97 inhibitor	PGE2 EP2 inh	NPY-Y2 PAM-ag	NPY Y1 blocker	S1P4 ag
C=CCn1c(COc2ccccc2)nnc1SCC(=O)O	-5	-12	-3	19	6	14	-3	0	-0.5
CCN(CC(=O)Nc1c(F)cccc1F)C(=O)CCc1ccc(OC)cc1	-2	-9	11	3	2	11	0	-4	2.7
O=c1nc(-c2ccccc2)c2cc(Cl)ccc2[nH]1	0	-7	-10	13	4	-4	11	-8	-2.0
CCCCC(=O)Nc1cc(OC)c(NC(=O)C2CCCCC2)cc1OC	8	-6	-27	-20	-5	5	-16	6	1.2
CCc1cccc(NC(=O)COc2ccccc2)c1	-5	-8	-9	-39	-9	14	-8	4	-0.5
Cc1nccc2[nH]c(=O)c(C(=O)NC3CCCCC3C)cc12 (stereo not given)	-12	-2	-29	74*	0	7	9	9	1.5
O=c1[nH][nH]c(C(F)(F)F)c1C=Nc1ccccc1	-8	21	-15	6	6	11	4	-5	3.4
Cc1ccc(NC(=O)C2CCN(S(=O)(=O)c3c(C)noc3/C=C/c3ccco3)CC2)nc1	-4	-22	-30	-39	-4	7	-2	-1	0.5
CC1(C)CC(=O)C2=C(C1)OC(N)=C(C#N)C21CCN(C(=O)OCc2ccccc2)CC1	4	-7	-16	-11	-7	16	-13	3	-2.2
CC(C)(C)c1ccc(C(=O)NNC(=O)C(=O)N2CCCCC2)cc1	-2	-19	-13	16	-2	2	13	3	1.1
Cc1ccc(CSC2=NCCN2C(=O)c2ccc([N+](=O)[O-])cc2)cc1	-1	-3	-2	9	0	2	-25	5	1.1
N#CC(C#N)=C1c2cc(S(=O)(=O)NCCO)ccc2-c2ccc(S(=O)(=O)NCCO)cc21	-3	20	2	-31	6	8	-7	·	-0.7
COc1ccc(CNC(=O)CN(Cc2ccc(OC)cc2)C(=O)c2csnn2)cc1	1	-19	13	12	-2	2	-1	-4	-0.9
CS(=O)(=O)N(CC(=O)NCCC1=CCCCC1)c1cccc([N+](=O)[O-])c1	0	17	-1	-24	1	12	2	1	-1.0
COc1ccccc1C(=O)Nc1ccc(NC(=O)c2ccco2)c(C)c1	-4	-9	-5	-45&16	-8	11&9	-3	2	-0.9
Fc1cccc(-c2csc(-c3ccno3)n2)c1	1	1	-22	-15	3	3	-6	·	2.6
CCOC(=O)CNC(=O)CSc1nnc(-c2ccc(OC)cc2)n1CC	3[fluorescence artefact?]	-2	-6	4	-2	12	11	3	-0.7
CC(=O)O/N=C(\N)c1ccc(-c2csnn2)cc1	0	8	6	-4	9	20	-3	·	1.0
CNc1nc(-c2ccccc2)[n+](-c2ccc(C)cc2)s1	39*	-1	6	4	6	24	2	-3	-1.0
Cc1cccc(S(=O)(=O)NC(Cc2c[nH]c3ccccc23)C(=O)O)c1 (stereo not given)	5	-32	-23	24	-1	0	-20	17	1.3
NNC(=O)Cn1cnc2ccccc21	3	11	-12	26	3	6	5	-3	0.6
Cn1c(=O)c2c(nc(CN3CCN(c4ccccc4F)CC3)n2CCN2CCOCC2)n(C)c1=O	-1	-21	0	27	1	7	13	-1	-1.6
CCn1c(CNC(=O)COc2ccc(C(C)C)cc2)nnc1SCC(=O)Nc1ccccc1F	0	3	11	17	-2	14	-8	-7	-1.0
COc1ccc(F)cc1C(=O)C1CCCN(Cc2c(C)n(C)n(-c3ccccc3)c2=O)C1 (stereo not given)	6	18	-14	25	2	10	-5	3	2.4
COc1cccc(C(=O)Nc2nc(C)cs2)c1	0	8	-1	-4	-2	19	13	2	-0.6
O=C(Nc1cccc([N+](=O)[O-])c1)N1CCN(c2ccccc2)CC1	1	2	-11	-42	1	12	4	3	3.9
CCOC(=O)Cn1c(=N)n(CCOc2ccc(F)cc2)c2ccccc21	-4	3	-204	-17	3	13	4	·	-0.4
O=C(O)CC(NC(=O)c1ccc2c(c1)OCO2)c1cccc([N+](=O)[O-])c1 (stereo not given)	1	1	-17	19	6	5	4	4	1.8
COCCNC(=O)C1c2cc(OC)c(OC)cc2C(=O)N(C)C1c1cccnc1 (stereo not given)	4	15	-15	10	3	8	-8	3	-1.2
Cc1cc(Cl)ccc1NC(=S)N1CCOCC1	-2	22	-13	8	2	5	10	-1	0.2

13 entries already listed, ordered by SMILES length, smallest number first.
SMILES	eIF4E-4G inh	NPY-Y1 PAM-ag	S1P4 antagonist	EP2 modulator	p97 inhibitor	PGE2 EP2 inh	NPY-Y2 PAM-ag	NPY Y1 blocker	S1P4 ag
NNC(=O)Cn1cnc2ccccc21	3	11	-12	26	3	6	5	-3	0.6
Cc1cc(Cl)ccc1NC(=S)N1CCOCC1	-2	22	-13	8	2	5	10	-1	0.2
COc1cccc(C(=O)Nc2nc(C)cs2)c1	0	8	-1	-4	-2	19	13	2	-0.6
Fc1cccc(-c2csc(-c3ccno3)n2)c1	1	1	-22	-15	3	3	-6	·	2.6
CC(=O)O/N=C(\N)c1ccc(-c2csnn2)cc1	0	8	6	-4	9	20	-3	·	1.0
CNc1nc(-c2ccccc2)[n+](-c2ccc(C)cc2)s1	39*	-1	6	4	6	24	2	-3	-1.0
CCOC(=O)CNC(=O)CSc1nnc(-c2ccc(OC)cc2)n1CC	3[fluorescence artefact?]	-2	-6	4	-2	12	11	3	-0.7
O=C(Nc1cccc([N+](=O)[O-])c1)N1CCN(c2ccccc2)CC1	1	2	-11	-42	1	12	4	3	3.9
COCCNC(=O)C1c2cc(OC)c(OC)cc2C(=O)N(C)C1c1cccnc1 (stereo not given)	4	15	-15	10	3	8	-8	3	-1.2
CCn1c(CNC(=O)COc2ccc(C(C)C)cc2)nnc1SCC(=O)Nc1ccccc1F	0	3	11	17	-2	14	-8	-7	-1.0
O=C(O)CC(NC(=O)c1ccc2c(c1)OCO2)c1cccc([N+](=O)[O-])c1 (stereo not given)	1	1	-17	19	6	5	4	4	1.8
COc1ccc(F)cc1C(=O)C1CCCN(Cc2c(C)n(C)n(-c3ccccc3)c2=O)C1 (stereo not given)	6	18	-14	25	2	10	-5	3	2.4
Cn1c(=O)c2c(nc(CN3CCN(c4ccccc4F)CC3)n2CCN2CCOCC2)n(C)c1=O	-1	-21	0	27	1	7	13	-1	-1.6

The list continues:
SMILES	eIF4E-4G inh	NPY-Y1 PAM-ag	S1P4 antagonist	EP2 modulator	p97 inhibitor	PGE2 EP2 inh	NPY-Y2 PAM-ag	NPY Y1 blocker	S1P4 ag
O=C(c1ccc(CN2CCOCC2)cc1)N1CCN(c2cccc(Cl)c2)CC1	-6[fluorescence artefact?]	4	10	-20	1	6	-3	4	1.1
CCOC(=O)N1CCC(NC(=O)c2cc3cc4cc(OC)ccc4nc3o2)CC1	12	-40	-9	-40	1	11	-6	1	1.4
CCN(CC)C(=O)/C=C/c1ccc(OC)c(S(=O)(=O)N2CCCCC2)c1	-3	2	-28	-14	2	14	-3	3	-0.3
COc1ccccc1Oc1cc(C#N)c(C#N)cc1-n1nnc2ccccc21	4	-36	-5	10	3	·	-19	46*	1.7
CCC(=O)N1CCc2cc(S(=O)(=O)NCCC(=O)N3CC=C(c4ccccc4)CC3)ccc21	2	11	4	3	1	4	5	-4	0.4
CCN(Cc1ccncc1)C(=S)NCc1ccccc1	1	-7	10	-33	5	2	8	1	0.6
N#Cc1ccc(-c2csc(NC(=O)c3cc(-c4cccs4)nc4ccccc34)n2)cc1	-1	-70	9	20	1	7	-35	·	0.4
CC(=O)NCC(=O)N(Cc1ccco1)C1(C(=O)NC2CCCCC2)CCCCC1	-3	-5	-14	18	1	6	4	7	-1.2
COC(=O)COc1ccccc1C(=O)Nc1ccc(OC)cc1	-2[fluorescence artefact?]	-14	-13	4	-4	4	-3	-1	-0.2
COc1ccc(-c2[nH]ncc2CN2CCC(OCc3ccccc3)CC2)c(F)c1	-5	-4	-17	-38	1	8	-11	10	0.7
CCc1cccc(CC)c1NC(=O)c1cccc(NC(=O)c2ccccc2)c1	-2	-11	-5	-47	2	2	4	2	1.7
Cc1ccnc2nc(C(=O)OCCOc3ccccc3)nn12	-4	-15	-8	18	-1	21	-1	3	1.4
O=S(=O)(c1ccc2c(c1)OCCO2)N1CCC(c2nc3ccc(Cl)cc3[nH]2)CC1	-18	3	-1	-39	0	12	-7	-3	2.4
CCC(=O)NC(=S)NNC(=O)COc1ccc(Br)cc1	-3	0	-19	26	4	2	-9	15	0.8
CCOC(=O)c1cc(C#N)c(Nc2ccc(C)cc2)nc1C(F)(F)F	2	-41	11	8	-2	3	-7	·	-0.7
Nc1cc(N2CCCC2)ccc1[N+](=O)[O-]	-2	-11	1	-35	-1	8	-5	5	-1.1
Cn1cnnc1SCc1ccccc1Br	-11	108*	-14	-2	12	17	80*	-3	1.3
O=C(CSc1nnc(-c2ccccc2)n1Cc1ccccc1)N1CCCC1	10[fluorescence artefact?]	5	-3	17	-8	3	-9	-2	1.1
Cc1c(Cl)cccc1N1C(=O)CC(NNC(=O)c2cccs2)C1=O (stereo not given)	-2	-3	-10	-67	1	5	-8	-4	0.5
CCOC(=O)CSc1nc2cc3c(cc2cc1C#N)OCCO3	-5	10	-7	47	3	21	3	2	0.0
Cc1ccc2nc(NC(=O)CSCC(=O)OCC(=O)c3ccccc3)sc2c1	-1	16	-18	-19	5	14	17	9	-0.3
O=C(/C=C/c1ccccc1[N+](=O)[O-])NCCN1C(=O)S/C(=C\c2ccc(F)cc2)C1=O	1	11	-14	-22	3	5	-5	3	2.3
CCn1c(=S)[nH]c2ccccc21	-3[fluorescence artefact?]	-5	-39	12	0	19	7	1	0.0
COc1ccc(CNC(=O)C2CCCN2S(=O)(=O)c2ccc(F)cc2)cc1 (stereo not given)	3	18	-17	7	3	7	8	2	-1.1
N#Cc1cc(C(=O)c2ccccc2OCC(=O)Nc2ccccc2Cl)cn(C2CCCCC2)c1=O	6	-21	-16	9	9	7	-4	1	-0.7
Cc1nc2cc3ccccc3cc2n1C	2[fluorescence artefact?]	-5	-8	-6	-3	8	-10	5	-0.8
CN(C)c1cccc2c(S(=O)(=O)NCc3ccc(S(N)(=O)=O)cc3)cccc12	-1	-1	-11	-25	6	11	-6	·	0.0
N#Cc1ccc(C23CC4CC(CC(C4)C2)C3)[nH]c1=O	-16	6	-1	10	3	6	0	-1	-0.6
COc1ccc(C2C(C(=O)/C=C/c3ccco3)=C(O)C(=O)N2CCN2CCOCC2)cc1OC (stereo not given)	-1	4	2	30	-1	12	-7	0	-1.0
CCN1CCc2c(OCC(=O)N3CCC(C)CC3)cccc2C1=O	-2	-3	5	-39	0	3	7	7	0.0

Screens: PubChem, several laboratories

Some of the compounds tested; rates above refer to the full screens.
